# Source: PubChem (several laboratories)
# iPSC survival up = hiPSC single-cell survival enhancement | survival enhancement, % at 20 µM | ATPlite luminescence; 100% = ROCK inhibitor wells, 0% = DMSO | hit rate 0.044% among 360,000; in the data active means survival enhancement above about 18%;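 further: cells exposed to compounds for 16 hours before the ATP read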
# ABCB6 inh MLPCN = blocks the human ABCB6 transporter; K562-ABCB6 porphyrin accumulation, flow cytometry, 1 h; hits give low values; fluorescence ratio to DMSO, % at 10 µM; AID 602162; hit rate 0.19% among 360,000;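 active means fluorescence ratio to DMSO below 75%, the collection mean minus 3 SD; inconclusive means too few cells collected in the well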;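 further: signal is porphyrin accumulated inside mitochondria; 100% equals median channel fluorescence of DMSO control wells; lower ratio means ABCB6 inhibition with less porphyrin fluorescence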
# PDI turbidity = PDI (human) enzyme inhibition. AID 588391. hit rate 0.052% among 350,000. PDI insulin aggregation turbidity, A650, 90 min. P07237. inhibition, % at 10 µM;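 active means mean inhibition across replicates of 30% or more, whatever share of single replicates reach that level; inconclusive means mean inhibition below 30% while every single replicate reaches 30%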;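 further: absorbance from insulin aggregation driven by PDI reduction with DTT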
# Target sequence (P07237 whole entry, looked up): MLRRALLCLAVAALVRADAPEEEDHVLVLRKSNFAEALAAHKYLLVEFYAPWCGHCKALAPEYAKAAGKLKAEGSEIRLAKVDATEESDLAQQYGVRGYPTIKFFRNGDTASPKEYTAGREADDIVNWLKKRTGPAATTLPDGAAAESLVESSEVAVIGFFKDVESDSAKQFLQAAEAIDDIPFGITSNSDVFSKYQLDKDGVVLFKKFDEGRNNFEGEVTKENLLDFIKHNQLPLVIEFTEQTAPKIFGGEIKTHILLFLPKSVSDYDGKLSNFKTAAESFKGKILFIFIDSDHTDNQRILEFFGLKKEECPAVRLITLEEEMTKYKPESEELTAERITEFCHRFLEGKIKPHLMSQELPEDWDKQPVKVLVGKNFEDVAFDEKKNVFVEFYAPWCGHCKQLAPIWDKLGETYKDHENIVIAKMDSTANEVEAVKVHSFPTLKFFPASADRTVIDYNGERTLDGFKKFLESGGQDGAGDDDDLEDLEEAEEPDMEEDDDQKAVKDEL
# Cardio protect = myocardial damage modulation in H9c2 cells | H9c2 cardiomyocytes, H2O2 injury protection, ATPLite, 2 h | protection from H2O2 cell death, % at 20 µM | hit rate 0.63% among 360,000 | AID 588492;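 active means compounds giving at least 50% protection of heart cells from peroxide-induced death in the single-dose screen, raw or plate-pattern-corrected value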;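 further: 0% = DMSO wells with peroxide and 100% = DMSO wells without peroxide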
# CaV13 ICDI inh = Disruptors of the CACNA1D IQ motif to Ca2+-dependent inactivation inhibitor domain association, primary screening, Förster resonance energy transfer in intact living …; HEK cells, CFP/YFP FRET ICDI-IQ, plate reader, 10 min; percent FRET-ratio fall versus neutral wells; inhibition, % at 12.3 µM; hit rate 0.098% among 340,000; AID 743397;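 active means mean replicate inhibition of at least 30% and at least 1% of replicates passing that level; inconclusive means only one of the two criteria is met; inactive means neither criterion is met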;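 further: 0% = median of the neutral control wells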
# Exocytosis inh = blocks lytic granule exocytosis; inhibition, % at 10 µM; hit rate 0.66% among 360,000; AID 651702; TALL-104 LAMP-1 surface exposure, flow cytometry; cells stimulated with thapsigargin and PMA;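 active means inhibition above about 55%, limit read from the data; inconclusive means no clear call, values can overlap the other calls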
# Glyco luc inh = blocks N-linked glycosylation in D54 reporter cells | hit rate 0.23% among 360,000 | AID 588692 | reporter increase, % at 12.5 µM | D54 ERlucT glycosylation luciferase reporter, 24 h; percent of 100 nM tunicamycin response;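 active means mean luciferase reporter signal, scaled so untreated is 0 and the glycosylation-blocking control 100, at or above a set limit in every replicate; inconclusive means mean reaches the limit but not every replicate does; inactive means mean below the limit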;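 further: luciferase carries N-glycosylation sites so blocking glycosylation raises the light; 0% = median of neutral control wells and 100% = median of 100 nM tunicamycin wells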
# Vif inh = inhibitors of HIV Vif. HEK293T cells, Vif self-association by quenched fluorescence, imaging, 24 h. inhibition, % at 7.49 µM. hit rate 0.35% among 340,000. AID 602346; in the data active means inhibition above about 50%, passing the limit was not always enough; inconclusive means no clear call, values can overlap the other calls; inactive means below about 31%; further: some results filed as inactive read as strong as hits
# HTR2A ag = agonists of mouse serotonin 5-HT2A receptor (HTR2A). AID 624169. activation, % at 7.6 µM. hit rate 0.66% among 360,000. CHO-K1 mHTR2A beta-arrestin complementation, luminescence; percent of 30 µM serotonin response;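 active means activation above a run cutoff, the mean activation of all tested compounds plus 3 SD, cut at about 14% in these data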;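 further: 0% = plate median of compound wells and 100% = 30 µM serotonin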
# Target sequence (P35363 whole entry, looked up): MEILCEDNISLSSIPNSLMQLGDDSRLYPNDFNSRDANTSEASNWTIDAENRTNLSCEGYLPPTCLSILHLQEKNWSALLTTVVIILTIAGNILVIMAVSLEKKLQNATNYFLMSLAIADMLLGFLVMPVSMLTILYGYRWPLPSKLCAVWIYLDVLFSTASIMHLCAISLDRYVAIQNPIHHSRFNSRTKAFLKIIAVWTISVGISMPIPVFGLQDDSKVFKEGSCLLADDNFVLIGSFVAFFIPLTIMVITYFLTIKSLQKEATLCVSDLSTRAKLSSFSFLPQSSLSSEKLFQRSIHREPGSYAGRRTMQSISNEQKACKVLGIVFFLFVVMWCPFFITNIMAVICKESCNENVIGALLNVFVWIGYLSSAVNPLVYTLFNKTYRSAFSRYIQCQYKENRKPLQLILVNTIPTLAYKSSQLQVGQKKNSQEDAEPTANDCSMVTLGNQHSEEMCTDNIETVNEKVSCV
# aDG glyco act = increases alpha dystroglycan glycosylation | Pro5-aDG cells, alpha-DG glycosylation AlphaScreen (IIH6); 0% Pro5, 100% B10-LARGE cell signal | activation, % at 10 µM | hit rate 0.22% among 360,000 | AID 624168;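 active means activation of at least 8% versus controls, or a plate z-score of at least 8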;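 further: Pro5 are CHO cells carrying HIG-tagged alpha-DG that lacks glycosylation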
# An asterisk follows results filed as active; ? = inconclusive; / = no result given. Rows were taken by chance; any-hit rate near 3.1%.
SMILES,iPSC survival up,ABCB6 inh MLPCN,PDI turbidity,Cardio protect,CaV13 ICDI inh,Exocytosis inh,Glyco luc inh,Vif inh,HTR2A ag,aDG glyco act
CCOc1ccccc1OCC(=O)Nc1cccc(S(=O)(=O)N2CCCCCC2)c1,-0.3,99,-4,-8,-6,4,-1,-9,-7,0.0
COc1ccc(C(=O)NNC(=O)CSc2nnc(COc3ccc4ccccc4c3)n2C)cc1,0.0,98,6,2,/,-2,2,4,3,0.1
COc1ccccc1NC(=O)Nc1ncccc1C,-2.3,97,-5,-1,-3,-4,2,3,-4,0.0
Fc1ccc(Nc2nc(-c3cccnc3)cs2)cc1,-0.7,97,9,-11,-14,-2,-4,-4,-4,0.3
C=CCNC(=O)C1CCCN(S(C)(=O)=O)C1 (stereo not given),-0.4,82,0,-2,-9,-2,-1,-5,7,-0.1
Cc1ccc(C(=O)Nc2nc3ccc(S(C)(=O)=O)cc3s2)o1,-5.1,96,-5,-8,-4,-2,-5,1,0,-0.2
COC(=O)c1cc(OC)c(OC)cc1NC(=O)c1ccccc1C,-2.4,99,4,-4,0,-10,0,-15,-2,-0.3
CCN(CC(=O)Nc1ccc(OC)cc1)CC(=O)Nc1cccc(S(=O)(=O)N2CCOCC2)c1,-2.5,101,-6,3,-7,-4,1,3,4,-0.3
COC(=O)C(C)n1nnc2sc(-c3ccccc3)cc2c1=O (stereo not given),2.1,98,-8,-13,17,-6,-5,-24,16*,0.1
CCOC(Cn1ccc(=O)[nH]c1=O)OCC,-0.5,98,-1,-8,-7,2,2,5,6,-0.1
Nc1cc(C(=O)OCC(=O)NCc2ccco2)ccc1Cl,1.5,107,2,2,-7,-4,1,11,0,0.0
COCc1cc(=O)[nH]c(Nc2nc(C)c3ccccc3n2)n1,2.2,97,-5,31,-4,-2,5,-1,-1,0.5
C=CCOCCn1[nH]c2ccccc2c1=O,-0.8,95,7,7,-11,-4,2,15,4,0.1
O=C(Nc1ccc(Cl)cn1)c1cccc2ccccc12,0.0,96,1,6,-1,46,14,?,-5,-0.1
CCCCCCN1CCN(C2CN(CCCC)S(=O)(=O)C2)CC1 (stereo not given),-0.5,96,/,3,-6,-3,1,/,3,0.1
CN1CCN(c2ccc(-c3ccc4ccccc4n3)cc2)CC1,-0.9,105,1,-37,-1,14,-24,6,-8,0.7
O=C(CN1C(=O)COc2ccccc21)Nc1ccccc1F,-0.1,127,3,5,-2,-16,0,-3,0,0.1
C=CCn1c(SCc2nc3ccccc3nc2C)nnc1-c1ccoc1C,0.1,89,10,0,-5,-4,-1,27,7,0.5
Fc1cccc(Cc2c(C3CCCCC3)nc3ccc(Cl)cn23)c1,-0.4,97,/,-7,-6,2,-1,/,-1,0.0
CC1(C)CC(NC(=O)c2cccc3ccccc23)CC(C)(C)N1,-0.5,87,-6,16,-3,-3,5,/,2,-0.4
CCOc1ccccc1-n1c(COc2ccccc2)nnc1SCC(N)=O,2.0,98,3,-4,-3,-4,1,6,-4,-0.4
CC1(C)OCC(CNC(=O)c2[nH]c(C(F)(F)F)nc2-c2ccccc2)O1 (stereo not given),-3.1,99,/,0,1,-2,1,3,9,-0.3
CCn1c(CNC(=O)c2cccs2)nnc1SCC(=O)Nc1cc(Cl)ccc1C,-2.8,91,-12,7,-4,-2,-1,0,-5,0.0
CC1=C(C(N)=O)C(c2ccc(C)o2)C(C(N)=O)=C(C)N1,4.6,100,-6,1,/,-1,1,/,3,1.0
Cc1csc2c(N(C)CCO)ncnc12,-0.4,98,-1,3,-6,2,0,-8,6,0.0
CN(CCC#N)c1ccc(C=C(C#N)c2ccc(Br)cc2)cc1,-0.3,108,-3,-4,-6,-10,9,-10,-3,0.3
O=S(=O)(c1ccccc1)c1nc(-c2ccc(Cl)cc2)oc1NCCCN1CCOCC1,0.3,101,-1,2,-16,-2,-4,-4,-9,-0.2
O=C1Nc2cc(Cl)cnc2N2CCCC12 (stereo not given),1.8,90,5,-3,-5,0,0,4,-2,-0.2
CSc1cccc(NC(=S)N(CCN(C)C)C(C)c2ccncc2)c1 (stereo not given),0.1,93,0,-1,-2,-7,-2,15,1,0.0
O=C(Nc1ccc2c(c1)C(=O)NC2=O)c1cccc(Cl)c1,-1.3,98,-5,0,-8,-1,2,12,2,0.5
COc1ccc(-c2csc(N(CC3CCCO3)C(=O)c3ccccc3)n2)cc1 (stereo not given),1.3,100,-13,0,-3,3,-6,-16,3,0.0
COc1ccc2sc(N(CCCN(C)C)C(=O)c3ccc(S(=O)(=O)N(C)Cc4ccccc4)cc3)nc2c1,-0.4,99,5,-14,-1,4,-8,-13,3,0.4
O=C(Nc1nc2ccccc2[nH]1)C1CCN(S(=O)(=O)c2cccs2)CC1,-2.3,92,-8,4,/,-4,-2,-7,6,-0.2
COc1ccccc1N1CCN(CC(O)COCc2cccs2)CC1 (stereo not given),-1.9,95,3,8,12,4,2,1,-1,0.0
COc1ccc(N2CCN(C(=O)CCc3ccc(S(=O)(=O)NC(C)C)cc3)CC2)cc1,0.7,95,5,-2,-7,-2,-1,/,4,0.1
O=C(CN1C(=O)C2C3CCC(C3)C2C1=O)OCC(=O)c1ccccc1 (stereo not given),-0.2,106,-12,5,-6,-1,3,3,-4,0.5
CCCCSc1nc(C)cc(C)c1S(=O)(=O)c1ccccc1C,2.6,98,0,-36,/,5,-1,7,-2,0.1
CCN(CC1CCCO1)C(=O)c1cc(COc2ccc(OC)cc2Cl)on1 (stereo not given),-0.7,99,-8,-5,-6,0,0,-1,10,0.0
Cc1cc([N+](=O)[O-])nn1CC(=O)Nc1nccs1,0.2,88,-4,9,-2,0,1,-8,0,-0.1
Cc1ccccc1C(=O)NN1CCOCC1,0.8,102,0,1,-8,2,-1,12,9,-0.2
CCOc1ncccc1C(=O)N(C)CC1COc2ccccc2O1 (stereo not given),3.1,103,5,3,/,-3,2,-10,3,-0.1
COc1ccc(CCN2C(=O)CC(N3CCOCC3)C2=O)cc1OC (stereo not given),-3.1,98,-10,-6,-1,2,1,0,-1,-0.1
CC(C)C(=O)Nc1cccc(S(=O)(=O)NC2=NCCC2)c1,-1.7,94,-1,0,-9,29,6,-2,-2,-0.4
CC1CCCCC1NC(=O)CSc1nnc(C(F)(F)F)n1C (stereo not given),-1.2,97,2,0,-5,2,-2,-6,-5,-0.3
CC(C)Sc1nc(O)c(Cc2ccccc2)c(=O)[nH]1,3.6,102,-3,5,-6,0,0,11,2,0.2

# Grouped by structure, the compounds so far containing a CF3 group.
SMILES,iPSC survival up,ABCB6 inh MLPCN,PDI turbidity,Cardio protect,CaV13 ICDI inh,Exocytosis inh,Glyco luc inh,Vif inh,HTR2A ag,aDG glyco act
CC1(C)OCC(CNC(=O)c2[nH]c(C(F)(F)F)nc2-c2ccccc2)O1 (stereo not given),-3.1,99,/,0,1,-2,1,3,9,-0.3
CC1CCCCC1NC(=O)CSc1nnc(C(F)(F)F)n1C (stereo not given),-1.2,97,2,0,-5,2,-2,-6,-5,-0.3

# Next part
SMILES,iPSC survival up,ABCB6 inh MLPCN,PDI turbidity,Cardio protect,CaV13 ICDI inh,Exocytosis inh,Glyco luc inh,Vif inh,HTR2A ag,aDG glyco act
CC(=O)[C@@]1(O)CC[C@H]2[C@@H]3C[C@H](C)C4=CC(=O)C=C[C@]4(C)[C@@]3(F)[C@@H](O)C[C@@]21C,-0.4,103,0,5,-4,4,5,-1,6,0.2
CCN1C(=O)[C@H]2[C@@H](c3ccc(C(F)(F)F)cc3)N[C@]3(CCCN(Cc4ccc(OC)cc4)C3=O)[C@H]2C1=O,1.5,99,1,-9,-1,-1,-3,/,6,-0.1
CN(C)C(=O)c1ccc(NC(=O)COc2cccc(Oc3ccccc3)c2)cc1,-0.5,90,-1,-1,-4,0,-1,2,-2,0.1
CCN(C(=O)COC(=O)CN(C)S(=O)(=O)c1ccc(NC(C)=O)cc1)C1CCS(=O)(=O)C1 (stereo not given),0.7,98,-8,6,-5,2,2,/,3,0.3
Cc1ccn2c(=O)c(NC(=O)c3cccs3)c(C)nc2c1,-0.1,97,-6,4,-6,0,1,4,7,-0.3
O=C(CNc1cc(S(=O)(=O)N2CCOCC2)ccc1N1CCCC1)NCc1ccco1,1.4,102,11,-6,-4,-7,4,-4,4,-0.3
Cc1onc(-c2ccccc2Cl)c1C(=O)NCc1cccs1,1.3,/,-9,5,/,-3,0,-8,-2,0.3
CCc1ccc(/C=c2\s/c(=C\C(=O)C(C)(C)C)[nH]c2=O)cc1,-2.7,96,-1,-12,-2,2,4,5,1,0.0
O=C(Nc1ccnn1C1CCN(C2CCCCC2)CC1)c1ccccc1,1.1,100,5,-2,-2,-11,-1,5,2,-0.5
CCOc1cccc2cc(C(=O)NC(C)c3ccccc3)c(=N)oc12 (stereo not given),-0.3,100,3,15,-6,10,15,-4,8,-0.3
O=C(CN1C(=O)NC2(CCCc3ccccc32)C1=O)Nc1cccc(S(=O)(=O)N2CCCCC2)c1 (stereo not given),-1.1,95,7,-2,-5,-1,2,2,3,-0.2
CC1CCN(CCCCOc2ccccc2-c2ccccc2)CC1,-1.3,96,-1,5,-4,-6,-1,-16,-6,-0.1
CN(Cc1ccccc1)C(=O)c1ccccc1C(=O)O,1.1,100,-1,4,-5,-1,1,35,12,0.4
CCCC1CCc2[nH]nc(C(=O)NN)c2C1 (stereo not given),0.3,99,-3,-1,-10,-1,-1,-6,-1,-0.2
O=C(Nc1ccccc1)Nc1ccc(Br)cc1F,-0.6,99,3,-24,-5,4,-2,-8,-3,0.7
COc1ccc(/C=C/C(=O)NC(=S)Nc2ccc(S(N)(=O)=O)cc2)cc1,0.9,94,2,1,-1,3,-2,3,3,-0.1
CCOC(=O)C1(C)CCCN1C(=O)c1ccc(F)c(Cl)c1 (stereo not given),1.4,100,-1,-1,-6,-2,-1,2,-3,0.3
COc1ccc(-n2nc(C(=O)NCC(=O)NCC3CCCO3)c3ccccc3c2=O)c(OC)c1 (stereo not given),1.8,98,5,3,-5,3,0,-16,-2,0.0
CC1CCCCC1NC(=O)Cn1nc(-c2ccccc2)ccc1=O (stereo not given),-2.5,99,-2,-2,-11,4,-1,2,3,-0.3
CN(C(=O)Cn1nc(C(=O)O)c2ccccc2c1=O)C1(C#N)CCCCC1,-0.8,98,-4,57*,-2,-2,4,5,19*,-0.3
Cc1ccc2[nH]c(=O)c3cc(C(=O)NC(C)C)sc3c2c1,0.0,98,3,29,-10,-3,21,10,-2,0.2
Cc1ccccc1-n1cc(CNC(=O)CCc2nnc(CCc3ccccc3)o2)cn1,0.1,97,3,-3,-3,11,1,-8,0,0.1
COc1cccc(CC(=O)N2CCN(c3ccccc3[N+](=O)[O-])CC2)c1,-0.6,96,-1,-1,-1,4,0,-6,0,-0.1
CCC(CC)c1nnc(NC(=O)c2ccc(N3CCCC3=O)cc2)s1,2.4,90,-6,2,-15,1,-1,-2,2,0.2
COCCCNC(=S)N1CCN(c2ccc([N+](=O)[O-])cc2)CC1,0.5,96,-4,-3,-18,-3,-1,5,-1,0.4
Cc1ccc(N2C(=O)CC(N3CCc4ccccc43)C2=O)cc1Cl (stereo not given),0.9,102,-1,-3,8,-3,1,-4,-4,-0.1
